# From PubChem BioAssay
# AmpC detergent – qHTS Inhibitors of AmpC Beta-Lactamase (assay with detergent); P00811; AmpC hydrolysis of nitrocefin, absorbance 480 nm, 0.01% Triton; Potency, µM (titrated, usually from 114 µM), inactives show at the highest dose activity change, negative = inhibition, actives largely listed as inhibitors; 370,000 compounds, 0.041% hits; AID 485294, 2010;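 also: potency is read from the fitted curve at half-maximal effect; 0% = no-compound wells and -100% = no-enzyme wells; nearly all actives have a fitted effect of over 25% in size; some results filed as inactive show a strong effect at the top dose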
# Target sequence (P00811 whole entry, looked up): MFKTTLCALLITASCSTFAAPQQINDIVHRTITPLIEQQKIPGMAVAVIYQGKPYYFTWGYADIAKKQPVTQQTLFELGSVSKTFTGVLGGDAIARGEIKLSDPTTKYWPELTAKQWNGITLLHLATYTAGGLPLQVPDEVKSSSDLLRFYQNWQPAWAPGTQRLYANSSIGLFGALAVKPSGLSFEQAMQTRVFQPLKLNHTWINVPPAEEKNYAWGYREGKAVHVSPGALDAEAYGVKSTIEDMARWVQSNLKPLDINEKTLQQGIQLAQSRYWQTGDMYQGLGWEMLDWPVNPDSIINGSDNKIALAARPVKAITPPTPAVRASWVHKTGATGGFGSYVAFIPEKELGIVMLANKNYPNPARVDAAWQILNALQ
#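 AmpC (5.3 nM in the dispensed reagent) in 20 mM phosphate pH 7.0 with 0.01% (detergent screen) or 0.0001% Triton X-100 was preincubated with compounds for 15 min at room temperature. Nitrocefin was then added from an 800 uM solution, and hydrolysis was followed at 480 nm.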
# AmpC inh no detg – qHTS Inhibitors of AmpC Beta-Lactamase (assay without detergent) | AmpC nitrocefin hydrolysis, absorbance 480 nm, 0.0001% Triton | Potency, µM (doses to about 57.1 µM), for inactives: at the highest dose activity change, negative = inhibition, usual class: inhibitors | 330,000 compounds, 0.52% hits | AID 485341, 2010;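 also: potency is read from the fitted curve at half-maximal effect; plate controls were no compound for no effect and no enzyme for full effect; nearly all actives have a fitted effect of over 20% in size; some results filed as inactive show a strong effect at the top dose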
#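 AmpC (5.3 nM in the dispensed reagent) in 20 mM phosphate pH 7.0 with 0.01% (detergent screen) or 0.0001% Triton X-100 was preincubated with compounds for 15 min at room temperature. Nitrocefin was then added from an 800 uM solution, and hydrolysis was followed at 480 nm.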
# LmPK inhibitor – qHTS Assay for Inhibitors of Leishmania Mexicana Pyruvate Kinase (LmPK); Potency, µM (top dose mostly 57.5 µM), inactives show top-dose activity change, negative = inhibition, hits mostly inhibitors; 290,000 compounds, 0.37% hits; purified LmPK, Kinase-Glo ATP luminescence, 1 h; also: potency is read from the fitted curve at half-maximal effect
# Target sequence (Q27686 whole entry, looked up): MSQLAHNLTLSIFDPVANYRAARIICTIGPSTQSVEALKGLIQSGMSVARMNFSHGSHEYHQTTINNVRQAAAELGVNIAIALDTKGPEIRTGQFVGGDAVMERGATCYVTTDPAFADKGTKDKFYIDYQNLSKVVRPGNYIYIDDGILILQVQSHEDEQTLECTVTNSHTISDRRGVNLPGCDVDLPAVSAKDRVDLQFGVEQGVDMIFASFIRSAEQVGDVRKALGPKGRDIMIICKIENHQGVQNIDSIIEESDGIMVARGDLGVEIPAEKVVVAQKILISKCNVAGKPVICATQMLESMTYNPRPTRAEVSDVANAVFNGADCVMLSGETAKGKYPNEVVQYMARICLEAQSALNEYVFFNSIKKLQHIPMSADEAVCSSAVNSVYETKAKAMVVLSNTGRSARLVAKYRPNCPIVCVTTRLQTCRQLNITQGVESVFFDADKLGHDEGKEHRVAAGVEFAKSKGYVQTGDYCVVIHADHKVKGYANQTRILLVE
#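 0.1 nM LmPK, 0.5 mM PEP, 0.1 mM ADP; 50 mM imidazole pH 7.2, 7 mM MgCl2, 50 mM KCl; 1 h RT. Kinase-Glo luminescence readout, normalized to no-enzyme (full inhibition) and uninhibited wells.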
# HCMV inh – qHTS Assay for inhibitors of the human cytomegalovirus (HCMV). HFF cells, HCMV-luciferase reporter, 72 h; active compounds read low. 410,000 compounds, 4.5% hits. activity change, negative = inhibition, % at 57.5 µM. AID 1259415, 2018; in the data active = activity change below about -60%; inconclusive = no clear call, values can overlap the other calls; inactive = above about -39%
#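 Steps: HFFs plated, 16 h 37C; compounds added; HCMV-luciferase added to MOI 1 PFU/cell; 72 h 37C; OneGlo reagent, 5 min room temperature; luminescence read, normalized to controls.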
# AMA1-RON2 inh – qHTS for Inhibitors of AMA1-RON; Towards Development of Antimalarial Drug Lead: Primary Screen; Plasmodium falciparum AMA1 (3D7) - RON2 peptide interaction; AID 720542, 2013; 360,000 compounds, 0.2% hits; AlphaScreen AMA1-biotinylated RON2 peptide binding; Potency, µM (doses to about 58.2 µM), inactives show at the highest dose activity change, negative = inhibition, usual class: inhibitors;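 also: potency is read from the fitted curve at half-maximal effect; 0% = vehicle wells and -100% = peptide control; nearly all actives have a fitted effect of over 45% in size; some results filed as inactive show a strong effect at the top dose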
#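 AMA1 (3D7) with his tag at 25 nM final met compounds first, then biotinylated RON2 peptide at 25 nM; detection used donor plus acceptor beads, 10 µg/mL apiece, read by AlphaScreen after 30 min at room temperature.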
# TbPYK inhibitor – qHTS of Trypanosoma Brucei Inhibitors. pyruvate kinase (Trypanosoma brucei), Q57TT1. Potency, µM (titrated, usually from 76.8 µM), for inactives: at the top dose activity, negative = inhibition, usual class: inhibitors. AID 624173, 2012. TbPYK enzyme, Kinase-Glo Plus ATP luminescence, 45 min. 410,000 compounds, 0.12% hits; also: potency is read from the fitted curve at half-maximal effect; nearly all actives have a fitted effect of over 50% in size
#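 In this concentration-response screen, enzyme-free wells defined baseline while DMSO plates tracked drift. Each reaction combined TbPYK, substrate, compound and 130 uM ADP for 45 min at room temperature. Kinase-Glo Plus luminescence gave the signal.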
# HCV inhibitor – qHTS Assay for Inhibitors of Hepatitis C Virus (HCV) | Potency, µM (doses to about 41.8 µM), for inactives: at the highest dose activity change, negative = inhibition, most hits filed as inhibitors | Huh7.5.1 HCVcc-Cre infection, luciferase reporter, 44 h | 340,000 compounds, 3.4% hits; also: potency is read from the fitted curve at half-maximal effect
#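 Whole-lifecycle infectious HCVcc-Cre system; cells 1,000/well, compound then virus (~0.5 moi) added 4 h after plating, 44 h culture. Luciferase read 15 sec following 15 min substrate incubation, room temp.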
# An asterisk follows results filed as active; ? = inconclusive; · = not tested or not shown; & = joins results of further samples; [ ] = dose if it differs, or a comment. Unless noted, calls follow the shape of the dose curve; as a rule, active = well fitted curve in the direction sought with a large enough effect; inconclusive = small, poorly fitted or top-dose-only effect, or another doubt; inactive = no such curve, though single readings can be large; an effect the other way counts as inactive or inconclusive. Unless noted, % is scaled to controls: 0 for no effect and ±100 for the full control effect.
# Screens in order: LmPK inhibitor	AMA1-RON2 inh	AmpC inh no detg	HCMV inh	TbPYK inhibitor	HCV inhibitor	AmpC detergent
> Fc1ccccc1-c1nc2ncccc2o1
 : -17%	0%	-15%	-29	2%	11%	-7%
> O=C(COC(=O)C1CC2CCCC(C1)C2=O)Nc1ccccc1 (stereo unspecified)
 : ·	6%	-6%	-15	-3%	14%	-9%
> CC(=O)N1CCN(CC(c2ccccc2)c2ccccc2)CC1
 : -1%	2%	44%	-18	0%	3%	?
> CCOC(=O)NN1C(=O)c2ccccc2NC1c1ccccc1 (stereo unspecified)
 : 0%	3%	-9%	-6	-3%	16%	?
> COc1ccc(-c2c3c(nc4sc(C(=O)Nc5cccc(OC)c5)c(N)c24)CC(C)(C)CC3=O)cc1
 : ·	·	·	?	5%	·	11%
> Cc1cnc(C(=O)OCC(=O)Nc2ccc(Br)cc2F)cn1
 : ·	-3%[11.6 µM]	-13%	129	5%	-1%	-21%
> COc1cccc(CN(C)S(=O)(=O)c2c(C)noc2C)c1OC
 : ·	-9%	-7%	-8	0%	-9%	0%
> CCOC(=O)C1(CC2CCCCO2)CCN(C(=O)Nc2ccc3c(c2)OCO3)CC1 (stereo unspecified)
 : 4%	-22%	4%	-23	-4%	-18%	2%
> COCCNS(=O)(=O)c1cc(OC)c(C)cc1C
 : 1%	1%	0%	1	-5%	14%	2%
> Cc1ccc(NC(=O)CN(C)C(=S)NC2CC2)cc1
 : 1%	8%	-24%	-27	-10%	7%	?
> NC(=O)C1CCN(C(=O)c2ccc(OCC(=O)Nc3cccc(C(F)(F)F)c3)cc2)CC1
 : ·	18%	19%	-11	-2%	-7%	-5%
> O=C(Cn1c(=O)oc2ccccc21)N1CCN(S(=O)(=O)c2ccccc2)CC1
 : ·	2%	-16%	2	1%	7%	0%
> COc1ccc(C(=O)NCCc2nnc(SCC(=O)Nc3ccccc3C(C)C)n2C)cc1
 : -1%	1%	6%	-19	-4%	-8%	?
> CN(C)c1ncnc2c1ncn2C1CCCCO1 (stereo unspecified)
 : ·	9%	·	2	-1%	5%	·
> CCOC(=O)C1CCN(C(=O)c2ccccc2)c2scc(-c3ccccc3)c2C1=O (stereo unspecified)
 : ·	25%	·	?	2%	·	·
> CN1CCN(c2ccc(-c3cccc(NC(=O)COc4ccc(Cl)cc4Cl)c3)nn2)CC1
 : ·	-3%	23%	-26	-6%	11µM*	-6%
> CN(C)CCCN(Cc1cc2cc3c(cc2[nH]c1=O)OCO3)C(=S)Nc1ccccc1
 : 1%	5%	-11%	41	-2%	?	2%
> CN(CC(=O)Nc1ccccc1Br)C(=O)c1cc2c(s1)CCCCC2
 : ·	14%	-12%	7	2%	-8%	-13%
> Cc1csc2nc(CCNS(=O)(=O)c3ccc(F)cc3)cn12
 : ·	·	·	?	2%	·	5%
> CC(C)OC(=O)CSc1nnc(CNc2ccc(Cl)cc2)n1Cc1ccccc1
 : 2%	-2%	35%	-28	-4%	-11%	2%
> Cc1cc(NC(=O)COC(=O)C2CCN(C(=O)c3ccc(Cl)cc3)CC2)no1
 : -1%	14%	-7%	23	3%	12%	?
> Cc1cc(NC(=O)c2ccc(S(=O)(=O)Nc3ccccc3)cc2)no1
 : 0%	3%	-2%	-11	-11%	?	-12%
> CCOc1cccc(NC(=O)C2CC(=O)N(C)C(=Nc3ccc(F)cc3)S2)c1 (stereo unspecified)
 : ·	·	·	-11	-3%	·	0%
> N#Cc1ccc(CSc2nc3c(c(=O)[nH]2)CCC3)cc1
 : ·	·	·	27	4%	·	23%
> O=C(O)CCCNS(=O)(=O)c1ccc(NCc2ccccc2)c(C(=O)O)c1
 : 3%	1%	-11%	-19	2%	-8%&4%	-14%
> Cn1cccc1CC(=O)NNC(=S)Nc1ccc(Cl)cc1Cl
 : 4%	83%[activator]	-34%	0	6%	10%	?
> COc1ccc(-c2ccc(CNCc3ccccn3)o2)cc1Cl
 : 4%	·	30%	·	·	·	?
> CCc1ccc(S(=O)(=O)c2nnn3c2nc(Nc2cc(OC)ccc2OC)c2sccc23)cc1
 : ·	·	·	11	1%	·	-14%
> CC(C)(C)NC(=O)COC(=O)c1ccccc1NC(=O)c1ccco1
 : 4%	-3%	-22%	3	3%	8%	2%
> CCCCn1c(N)c(N(CC(C)C)C(=O)CCCn2c(=O)oc3ccccc32)c(=O)[nH]c1=O
 : ·	-4%	-18%	-12	0%	6%	0%
> O=C(Nc1c2c(nn1-c1cccc(Cl)c1)CS(=O)(=O)C2)c1ccco1
 : 2%	0%	-9%	-18	1%	4%	-6%
> O=C1NC[C@H](CCCCN2C[C@H](Cc3ccccc3)N(CCc3ccc(O)cc3)C(=O)C2=O)N(CCC2CCCCC2)C1=O
 : ·	-18%	·	-14	-6%	·	·
> Cc1cccc(OCc2ccc(-c3nc(C#N)c(N4CCN(c5ccccc5)CC4)o3)o2)c1
 : ·	·	·	-3	1%	·	2%
> Cc1c(C(=O)OCC(=O)N2CCCC(C)C2)oc2ccccc12 (stereo unspecified)
 : ·	7%	7%	-30	3%	0%	-18%
> Cc1ccc(NC(=O)COc2ccc(Br)cc2CO)cc1
 : -3%	34%	-27%	42	6%	?	-2%
> COc1ccc(-c2cc(-c3ccccc3)nc(SCC(=O)Nc3ncc(C)s3)c2C#N)cc1
 : -1%	-12%	-26%	-19	-2%	?	-3%
> CC(=O)c1sc(Nc2ccc(Oc3ccccc3)cc2)nc1C
 : ·	-14%	·	-20	-2%	·	·
> C/C(=N\NC(N)=S)c1ccc(-n2ccnc2)cc1
 : 4%	94%[activator]	-19%	-13	-2%	?	-9%
> O=C(Cn1cnc2c(OCc3ccccc3)ncnc21)NCc1nc2ccccc2[nH]1
 : ·	17%	41%	-7	-9%	-17%	·
> Cc1nc2c(C(=O)NCc3ccccc3Cl)cnn2c(C)c1Cc1ccccc1
 : ·	·	·	17	-9%	·	5%

# Exported as tab-separated lines: part of the list above.
canonical_smiles	LmPK inhibitor	AMA1-RON2 inh	AmpC inh no detg	HCMV inh	TbPYK inhibitor	HCV inhibitor	AmpC detergent
O=C1NC[C@H](CCCCN2C[C@H](Cc3ccccc3)N(CCc3ccc(O)cc3)C(=O)C2=O)N(CCC2CCCCC2)C1=O	·	-18%	·	-14	-6%	·	·
O=C(Nc1c2c(nn1-c1cccc(Cl)c1)CS(=O)(=O)C2)c1ccco1	2%	0%	-9%	-18	1%	4%	-6%
Cc1cc(NC(=O)c2ccc(S(=O)(=O)Nc3ccccc3)cc2)no1	0%	3%	-2%	-11	-11%	?	-12%
CCc1ccc(S(=O)(=O)c2nnn3c2nc(Nc2cc(OC)ccc2OC)c2sccc23)cc1	·	·	·	11	1%	·	-14%

# (listing goes on)
# Screens in order: LmPK inhibitor	AMA1-RON2 inh	AmpC inh no detg	HCMV inh	TbPYK inhibitor	HCV inhibitor	AmpC detergent
> CC(C)(C)C(=O)CN1CCN(C2c3ccccc3-c3ccccc32)CC1
 : 1%	0%	19%	-24	1%	?	-10%
> COc1cc(/C=N/S(=O)(=O)CCc2ccccc2)cc(OC)c1O
 : -20%	-29%	-6%	-18	-16%	43%[activator]	0%
> O=C(Cc1ccccc1)NCC(=O)N/N=C/c1ccc(C(=O)O)cc1
 : -4%	1%	-13%	14	24%	-5%	-7%
> CC1(C)CC(=O)C2=C(C1)N(c1ccccc1)C(=O)C2(O)C(F)(F)F (stereo unspecified)
 : 2%	-20%	-22%	26	-11%	4%	3%
> COC(=O)c1cccc(COC(=O)c2ccc(CS(=O)(=O)c3ccc(C)cc3)cc2)c1
 : -2%	-3%	-25%	6	·	10%	0%
> CC(C)(C)OC(=O)N1CCC(c2c(C(=O)N3CCN(c4ccc(Cl)cc4)CC3)cnn2-c2ccc(F)cc2F)CC1
 : ·	·	·	0	-2%[15.4 µM]	·	2%
> Cc1oc2cc(O)ccc2c(=O)c1Oc1ccccc1
 : 0%	-2%	-33%	32	?	15%	-12%
> CCOC(=O)N1CCN(C(=O)COC(=O)C2CCN(S(=O)(=O)c3ccc(C)c(C)c3)CC2)CC1
 : ·	32%[activator]	83%[activator]	?	1%	9%	?
> O=C(NCC(c1cccnc1)N1CCN(c2ccccc2)CC1)c1ccco1 (stereo unspecified)
 : ·	1%	·	-40	-4%	6%	·
> CC12CN3CC(C)(CN(C1)C31C(=O)N(Cc3ccccc3)c3ccccc31)C2=O (stereo unspecified)
 : 1%	·	-12%	·	·	·	0%
> CC1CCc2c(sc3ncn4c(SCC(=O)NCc5ccco5)nnc4c23)C1 (stereo unspecified)
 : 8%	-1%	-18%	-17	3%	-19%	-11%
> COc1ccc(CCNC(=O)CCS(=O)(=O)Cc2ccccc2C)cc1OC
 : 1%	4%	-5%	-9	-9%	-2%	-2%
> CCN(C(=O)CSc1nc2cc(C(=O)OC)ccc2c(=O)n1Cc1ccco1)c1cccc(C)c1
 : 6%	3%	20%	-24	·	?	-4%
> N#C/C(=C\c1c(N2CCC(C(N)=O)CC2)nc2ccccn2c1=O)S(=O)(=O)c1ccccc1
 : -3%	30%[activator]	46%	16	-2%	8%	?
> Fc1ccc(C2NC(=S)NC3=C2N2CCC3CC2)cc1 (stereo unspecified)
 : 5%	2%	-19%	38	6%	-6%	-4%
> CCSc1ncc(/C=N/Nc2ccc(Cl)cc2)n1C
 : 0%	?	4%	353	-1%	?	?
> NNCCc1ccccc1
 : 0%	-8%	-13%	3	2%	-3%	-7%
> COc1ccc(C2=NN(C(=O)COc3ncnc4ccccc34)C(c3ccco3)C2)cc1 (stereo unspecified)
 : -1%	-13%	19%	50	-1%	-25%	-1%
> CN(CCOc1ccccc1)C(=O)c1ccc2c(=O)n3c(nc2c1)CCC3
 : ·	-17%	1%	-21	2%	?	-2%
> COc1cc2c(cc1NC(=O)C(C)OC(=O)C1CC(=O)N(Cc3ccco3)C1)oc1ccccc12 (stereo unspecified)
 : 12%	-14%	140%[activator]	172	-8%	14µM*	-9%
> O=C(CC1Oc2ccccc2NC1=O)NCCCN1CCOCC1 (stereo unspecified)
 : -1%	8%	2.5µM*	2	1%	1%	?
> CC1=NNC(=O)C1CC(=O)N/N=C/C(Br)=C/c1ccccc1 (stereo unspecified)
 : -3%	10%	-14%	-19	2%	12%	5%
> COc1cccc(NS(=O)(=O)NC(=O)c2c(C)[nH]c3ccccc23)c1
 : 6%	-8%	-2%	-27	5%	7%	2%
